proCasp3 act = procaspase-3 (human) activation. AID 463141. activation, % at 8.5 µM. actives 0.11% (n = 330,000). recombinant procaspase-3 D3A, Ac-DEVD-pNA absorbance 405 nm. P42574;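 active means activation above the mean of all tested compounds plus 3 SD, cut at about 21% in these data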;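 further: 0% = DMSO alone and 100% = DMSO wells spiked with extra 5 µM PC-3 D3A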
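Assay system: Autoprocessing-dead procaspase-3 D3A mutant enzyme; also added: Ac-DEVD-pNA; doses: one concentration, 8.5 µM nominal, 0.8% DMSO; times: 1 h compound preincubation, 2 h substrate hydrolysis at 25 °C; technique: 405 nm absorbance of p-nitroaniline, reads at 0 and 120 min; measure: % activation between DMSO and enzyme-spiked controls; repeats: single replicate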
LAP4 TOR yeast = modulators of TOR pathway LAP4-GFP in S. cerevisiae; S. cerevisiae LAP4-GFP multiplex, flow cytometry GFP, 3 h; median GFP as percent of DMSO wells; GFP response vs DMSO, % at 10 µM; actives 0.34% (n = 320,000);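 active means GFP response vs DMSO above a set limit, about the screen mean plus 3 SD, cut at about 150% in these data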
ZTA counter = ZTA (EBV) inhibition in EBNA-1 counter-screen; ZTA-DNA binding, fluorescence polarization; inhibition, % at 11 µM; actives 0.15% (n = 320,000); AID 2234; in the data active means inhibition above about 33%
AHR act = human AHR activation | P35869 | AHR-responsive luciferase reporter cells, luminescence | activation, % at 5 µM | actives 2.5% (n = 320,000) | AID 2796; in the data active means activation above about 47%;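 further: 0% = vehicle wells and 100% = reference agonist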
EBNA-1 inh = blocks EBNA-1 binding to DNA | EBNA-1 DNA binding, fluorescence polarization | inhibition, % at 14.8 µM | actives 0.34% (n = 300,000); in the data active means inhibition above about 28%
procasp7 counter = activates human procaspase-7, counter-screen for procaspase-3 activators. P55210. recombinant procaspase-7, Ac-DEVD-pNA absorbance 405 nm; D23A/D198A/D206A triple mutant, cannot self-cleave; scale: DMSO 0, 5 µM enzyme 100. activation, % at 8.5 µM. actives 0.093% (n = 330,000);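 active means percent activation above the screen-wide mean plus 3 SD, cut at about 25% in these data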
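Replicates: singlicate. Assay system: Procaspase-7 triple mutant (PC-7 D3A). Signal: 405 nm absorbance of p-nitroaniline. Times: 1 h preincubation, 2 h reaction. Buffer or medium: Zinc-free HEPES pH 7.4 with 300 mM NaCl, 0.01% Triton X-100. Also added: DEVD-pNA substrate. Benchmarks: DMSO wells as 0%, DMSO with 5 µM added PC-7 as 100%.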
MEP2-GFP yeast = yeast TOR pathway MEP2-GFP modulation; GFP response vs DMSO, % at 10 µM; actives 0.51% (n = 330,000); S. cerevisiae MEP2-GFP strain, flow cytometry GFP, 3 h; 100% = DMSO control level;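 active means GFP response versus DMSO above a set limit, roughly screen mean plus 3 SD, cut at about 180% in these data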;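 further: median GFP fluorescence of the barcode-gated MEP2-GFP cells per well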
RPL19A-GFP yeast = yeast TOR pathway RPL19A-GFP modulation; S. cerevisiae RPL19A-GFP strain, flow cytometry, 3 h; stronger effect = lower value; percent response vs DMSO, % at 10 µM; actives 0.3% (n = 330,000); AID 2025;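 active means percent response vs DMSO below 50%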;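 further: median channel GFP fluorescence of the barcoded RPL19A-GFP strain; ratio of sample median GFP to plate DMSO average so 100% = DMSO; lower means less RPL19A-GFP as with rapamycin TOR inhibition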
* = called active by the depositor; nt = not tested or not shown.

SMILES	proCasp3 act	LAP4 TOR yeast	ZTA counter	AHR act	EBNA-1 inh	procasp7 counter	MEP2-GFP yeast	RPL19A-GFP yeast
O=C(Nc1nc(-c2ccc(S(=O)(=O)N3CCCCCC3)cc2)cs1)c1ccccc1	-3.7	84.5	2.8	-2.5	5.4	-5.8	92.5	96.9
CCN(CC)S(=O)(=O)c1cc(Br)c(C)cc1OC	-5.6	94.7	12.9	1.1	-12.6	-0.8	92.6	93.7
Cc1[nH]c2ccccc2c1C(=O)CN1CCC(C(N)=O)(N2CCCCC2)CC1	2.0	100.6	11.9	9.2	-14.7	-1.1	98.4	99.6
C=CCNC(=O)CCCCC(=O)NCC=C	8.1	89.2	-3.7	1.2	3.0	-1.5	98.2	98.4
CSc1ccc(S(=O)(=O)Nc2ccc3c4c(cccc24)CC3)cc1	-0.1	117.2	4.6	1.7	4.2	9.4	105.5	102.5
O=C(NC1CCCCC1)c1ccc(S(=O)(=O)NCc2cccnc2)cc1	0.1	102.8	-1.0	-0.1	4.5	4.3	102.8	98.9
O=C(CSc1nnc(NC(=O)c2ccco2)s1)Nc1cccc(F)c1	-0.9	94.0	8.4	0.7	11.3	1.6	93.8	96.9
O=C(NCc1ccc(Cl)cc1)C1CCN(c2nnc(N3CCCC3=O)s2)CC1	2.4	87.0	11.8	3.6	16.0	2.0	92.1	86.0
COc1ccc(CCNC(=O)c2cc(C)oc2C)cc1	-1.4	106.8	-1.2	-3.3	6.3	1.8	96.8	99.5
CC(=O)c1cccc(S(=O)(=O)N(C)C2CCN(C)CC2)c1	3.3	97.8	1.9	3.4	-0.6	8.9	96.7	96.9
Cc1ccccc1-n1nc2c(c1NC(=O)c1cc3ccccc3oc1=O)CS(=O)C2 (stereo unspecified)	8.3	101.0	-7.1	1.6	2.8	9.1	102.1	101.2
CC(NC(=O)COC(=O)CCC(=O)c1ccc(Cl)cc1)c1ccccc1 (stereo unspecified)	5.7	91.4	nt	0.0	nt	3.4	98.9	99.9
CCOC(=O)c1c(/N=C/c2ccc(O)cc2O)sc2c1CCC2	-6.5	99.8	12.2	10.6	10.1	-16.1	107.8	98.1
O=C(/C=C/c1ccc(O)c([N+](=O)[O-])c1)c1ccc2ccccc2c1	-22.4	95.7	29.2	7.3	2.3	-12.9	104.2	104.8
CCCc1cc(=O)n2[nH]c(NCc3ccc(Cl)cc3Cl)nc2n1	3.3	91.2	-6.9	-1.2	0.8	-0.4	93.7	95.0
Cc1nnsc1-c1nnc(SCC(=O)c2ccc(F)cc2)n1C1CC1	1.3	106.6	7.0	-8.3	4.4	-1.6	98.0	97.6
Cc1cc(C)n(CCN(C)c2nc3nonc3nc2N2CCCCC2)n1	9.6	108.7	9.6	-1.5	7.8	3.0	100.5	98.9
Cc1ccc(C(=O)N/N=C\c2c(C)nn(-c3ccccc3)c2Cl)cn1	3.7	90.8	7.4	15.1	-4.4	1.7	102.8	98.1
CCOC(=O)c1cc(-c2ccccc2)n(CC(=O)N2CCCC2)c1C	-8.6	114.2	-1.7	7.8	0.2	-10.4	120.7	106.2
Cc1cccc(NC(=O)CSCC(=O)N2CCN(c3cccc(C(F)(F)F)c3)CC2)c1	-0.4	81.4	2.6	1.0	nt	2.3	91.5	86.3
COc1ccc(CNC(=O)CN(c2cc(C)cc(C)c2)S(=O)(=O)c2c(C)noc2C)cc1	11.3	94.5	9.2	4.4	17.6	3.9	94.0	99.1
CCN(CC(=O)Nc1cccc(C(C)=O)c1)S(=O)(=O)c1ccccc1	2.0	102.7	-3.6	9.7	-10.8	1.1	100.6	97.1
CCOc1ccc(OCC)c(NC(=O)c2ccc(CNc3c(N4CCOCC4)c(=O)c3=O)cc2)c1	1.0	102.1	2.6	4.0	2.3	6.2	101.9	104.7
COc1ccc2[nH]c(=O)c(CN(C(=O)NC3CCCCC3)C3CCCCC3)cc2c1	6.2	99.9	9.6	-0.5	-1.6	7.4	105.1	99.4
Cc1cc(C(=O)NCC(=O)OCC(=O)NCC2CCCO2)ccc1[N+](=O)[O-] (stereo unspecified)	1.7	97.2	-15.5	-0.6	nt	1.2	101.0	100.8
More structures
SMILES	proCasp3 act	LAP4 TOR yeast	ZTA counter	AHR act	EBNA-1 inh	procasp7 counter	MEP2-GFP yeast	RPL19A-GFP yeast
OCc1nc2ccccc2n1C/C=C/c1ccccc1	-0.5	100.4	-0.1	1.3	-7.7	-5.4	106.5	95.6
CCCn1nc(NC(=O)CC)c2cc3cccc(C)c3nc21	-5.4	112.1	-3.9	12.0	8.8	-0.4	96.0	95.8
CC/C(=N\NC(=O)c1ccc(Br)cc1)c1ccccc1	-10.4	93.1	-7.7	11.4	6.5	-5.1	135.3	88.1
CCC(C)NC(=O)Cn1c(=O)n(CCCCCC(=O)Nc2ccccc2)c(=O)c2sccc21 (stereo unspecified)	7.2	90.2	7.4	1.6	-14.9	-0.6	100.0	99.9
O=S1(=O)CCN=C2SC3=C(CCCC3)N21	4.4	98.6	-4.7	1.8	6.7	9.3	105.5	102.8
CCc1nnc(NC(=O)CSc2nc3[nH]c(=O)cc(O)c3s2)s1	-20.6	102.7	0.4	6.0	nt	-35.6	95.9	98.4
CCC(Sc1nc2ccsc2c(=O)n1Cc1ccc(C(=O)O)cc1)C(=O)Nc1ccc(C)c(Cl)c1 (stereo unspecified)	12.1	98.8	4.4	-1.2	-2.1	3.7	111.2	106.1
COc1ccc([N+](=O)[O-])cc1NC(=O)CN(C)S(=O)(=O)c1ccccc1	-1.8	95.8	10.1	-0.9	-0.2	5.6	91.2	96.3
CCC1CCCCN1CCCNC(=O)Cn1cnc2sc(C)c(S(=O)(=O)N3CCC(C)CC3)c2c1=O (stereo unspecified)	6.0	93.5	13.6	5.2	4.7	-2.6	117.2	75.1
COc1ccc(CNC(=O)c2ccc(Cn3nc(C)cc3C)o2)cc1	0.4	92.4	-2.2	3.9	-1.6	-4.5	96.0	98.6
COc1ccc(/C=N/n2cc(-c3ccccc3)nc2N)cc1	8.1	113.1	-5.6	67.8*	6.0	-2.6	104.2	nt
COc1ccc(-c2oc3cccnc3c2C#CC2(O)CCCCC2)cc1	-4.9	123.1	8.7	9.1	-5.5	2.9	98.0	89.8
CCN(CC(=O)NC1CCS(=O)(=O)C1)Cc1nc2c(Br)cc(Br)cc2c(=O)[nH]1 (stereo unspecified)	3.3	96.7	14.9	0.6	-8.4	7.8	107.0	106.4
CC1CCN(S(=O)(=O)c2ccc(NC(=O)[C@@H]3CCCC[C@@H]3C(=O)O)cc2)CC1	4.4	97.6	-10.1	1.8	-3.8	7.1	98.0	101.9
CC(C)(C)c1ccc(C(=O)Nc2nonc2-c2nc3ccccc3[nH]2)cc1	2.5	96.7	-12.9	23.8	-1.2	1.5	95.7	nt
CC(C)(C)c1ccc(C(=O)NCCC(=O)N2CCCC2)cc1	6.3	110.0	-15.8	22.8	4.9	-4.8	109.9	107.7
Cc1ncc[nH]1	3.7	92.0	13.4	-1.7	nt	4.2	95.9	93.8
CCc1c(O)cc2n(c1=O)-c1ccccc1C2(C)C	2.6	96.2	-18.0	-0.6	-8.0	0.8	102.3	97.3
O=C(CNS(=O)(=O)c1ccc(F)cc1)Nc1ccc(C(F)(F)F)cc1	1.7	94.6	-4.9	-3.2	3.9	0.7	100.8	104.4
CCCn1nc(NC(=O)c2ccccn2)c2cc3cc(C)ccc3nc21	-3.4	105.1	-2.0	14.2	-0.4	22.5	98.0	100.0
Cc1ccc(N2CCN(C(=O)C3CCCN(c4ncnc5c4nc4n5CCCCC4)C3)CC2)c(C)c1 (stereo unspecified)	5.1	117.8	-12.8	0.4	-1.5	-10.5	92.1	87.1
CC(=O)c1ccc(N2CCN(S(=O)(=O)c3ccc4c5c3CC(=O)N5CC(C)S4)CC2)cc1 (stereo unspecified)	-7.8	97.9	-13.6	0.3	-14.6	7.3	95.9	98.2
CN(C)c1ccc(C=NCCc2ccc(S(N)(=O)=O)cc2)cc1	8.0	100.5	3.1	0.1	3.3	-3.2	101.3	92.4
CC[C@H](C)[C@@H](NC(=O)O[C@@H]1C(=O)c2cc(OC)ccc2O[C@H]1c1ccc(OC)c(Br)c1)C(=O)OC	-0.2	107.4	4.2	3.3	3.9	-29.7	94.9	96.4
CCOC(=O)c1cccc(NC(=O)CCc2nnc3ccc(N4CCOCC4)nn23)c1	2.5	88.1	-24.6	0.9	-2.5	9.7	96.3	92.2
The list continues.
SMILES	proCasp3 act	LAP4 TOR yeast	ZTA counter	AHR act	EBNA-1 inh	procasp7 counter	MEP2-GFP yeast	RPL19A-GFP yeast
C/C(Cl)=C\Cn1c(Nc2ccc(C)cc2)nc2c1c(=O)n(C)c(=O)n2C	-14.4	94.0	-14.5	13.4	-5.3	2.7	96.3	96.0
O=C(NCCN1CCOCC1)c1ccc(=O)n(Cc2ccc(Cl)cc2)c1	1.7	99.5	-28.3	1.1	-10.1	11.8	99.5	100.8
Cc1cc(C(=O)NNC(=O)c2ccccc2O)c(C)o1	-0.1	100.0	-17.7	0.5	nt	-4.4	108.3	99.0
O=C(/C=C/c1ccc2c(c1)OCO2)c1cccnc1	2.5	96.8	9.6	7.2	-1.7	-8.3	101.2	106.0
CN(C)C(=O)/C(=C\c1ccc(-c2cccc([N+](=O)[O-])c2)o1)NC(=O)c1ccccc1	1.4	89.7	9.7	5.1	-9.4	7.0	85.5	97.9
O=C(C[n+]1cnn(CC(=O)c2ccc(Cl)cc2Cl)c1)c1ccc([N+](=O)[O-])cc1	-8.5	98.5	2.0	0.9	1.7	-6.9	106.7	102.7
O=c1c(-c2ccccc2)cnc2n1CCS2	-3.6	101.2	19.9	-3.2	-1.4	4.4	102.6	101.2
COC(=O)NNC(=S)Nc1cc(OC)ccc1OC	1.0	103.8	-8.2	2.4	0.9	-8.7	111.0	104.8
O=C(O)c1ccc(S(=O)(=O)NC2CC2)cc1	5.8	106.3	8.6	1.7	1.8	13.6	101.4	101.7
COc1cc(C(=O)OCc2ccccc2C#N)ccc1OCC(=O)N1CCOCC1	8.3	99.3	-7.8	2.0	nt	-7.3	103.2	99.5
O=C1OC(NC(=O)c2ccccc2)C(n2cc(CO)nn2)=C1Cl (stereo unspecified)	-20.9	102.3	8.6	2.7	-11.6	-31.0	96.9	101.2
c1ccc(Cc2cc[n+](Cc3ccccn3)cc2)cc1	0.1	105.9	7.5	1.4	9.0	-10.0	90.7	96.3
CCC(C)c1ccccc1OCCOCCN1CCCC1 (stereo unspecified)	1.7	94.3	-2.4	0.1	2.7	5.7	104.7	98.8
CCc1ccc(NC(=O)COC(=O)c2cccs2)cc1	0.0	116.7	-14.5	0.7	-5.1	4.2	104.0	95.3

Screens: PubChem, several laboratories
